Screening results as filed in PubChem BioAssay.
M5 PAM = potentiates acetylcholine response at human M5 receptor | P08912 | CHO-K1 hM5, Fluo-8 calcium, ACh EC20 PAM; 0% = ACh EC20, 100% = ACh EC100 | activation, % at 3 µM | 0.3% of 360,000 active | AID 624038;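 active means activation above the run cutoff, the mean activation of all test compounds plus 3 SD, cut at about 18% in these data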
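Measured by: Fluo-8 calcium fluorescence; material: human M5 receptor in CHO-K1 cells; schedule: Post-acetylcholine fluorescence recording 140 s; benchmarks: low control EC20 acetylcholine (0%), high control EC100 acetylcholine (100%); read-out: Max/basal fluorescence ratio as % of EC20–EC100 ACh window; compound: single dose, 3 µM nominal final test concentration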
CRFR2-BP ag = agonists of human CRF-binding protein/CRF-R2 receptor complex. HEK293 CRF-R2/CRF-BP, calcium dye fluorescence (FLIPR); percent of saturating CRF peptide response. activation, % at 13.2 µM. 0.46% of 350,000 active;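 active means activation of at least 50%, plus an integration ratio under a set limit after plate pattern correction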;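 further: plate controls were neutral control wells without compound for no effect and CRF at EC100 for full effect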
TAAR1 ag = human TAAR1 agonism; Q96RJ0; CHO RD-HGA16 TAAR1, Fluo-8 calcium fluorescence; vehicle wells 0%, saturating PEA agonist 100%; activation, % at 3 µM; 0.99% of 360,000 active;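 active means activation above the mean activation of all test compounds in the run plus 3 SD, cut at about 38% in these data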
Target sequence (Q96RJ0 whole entry, looked up): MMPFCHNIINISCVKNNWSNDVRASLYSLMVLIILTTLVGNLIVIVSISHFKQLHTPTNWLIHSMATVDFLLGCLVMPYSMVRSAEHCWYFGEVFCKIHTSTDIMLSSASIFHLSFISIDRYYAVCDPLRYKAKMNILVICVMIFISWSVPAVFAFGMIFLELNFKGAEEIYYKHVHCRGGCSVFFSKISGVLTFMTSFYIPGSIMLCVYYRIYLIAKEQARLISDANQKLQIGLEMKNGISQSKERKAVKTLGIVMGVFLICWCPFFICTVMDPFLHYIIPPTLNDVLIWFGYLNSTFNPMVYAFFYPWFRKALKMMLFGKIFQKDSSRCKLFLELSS
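Assay system: CHO-derived RD-HGA16 cells with stable Gα16 and human TAAR1; timing: 17-24 h seeding, 75 min 37 °C dye, 30 min RT; read-out: % activation from peak over basal fluorescence ratio, DMSO-to-PEA scaled; measured by: kinetic Fluo-8 calcium fluorescence; benchmarks: low control DMSO, high control PEA (EC100); doses: 3 µM single concentration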
M1 PAM parental = nonselective activator or artifact in parental CHO-K1 calcium assay; 0.02% of 360,000 active; AID 602247; ATP EC20, Fluo-8 calcium fluorescence; 0% at ATP EC20, 100% at ATP max; activation, % at 3 µM;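 active means activation above the run cutoff, the mean activation of all test compounds plus 3 SD, cut at about 40% in these data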;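 further: peak over basal fluorescence ratio in a 140 s read after ATP addition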
M5 ag = CHRM5 agonism in calcium assay. P08912. CHO-K1 hM5 cells, Fluo-8 calcium fluorescence; 0% DMSO wells, 100% maximal acetylcholine response. activation, % at 3 µM. 0.19% of 360,000 active. AID 624037;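 active means activation above the run's mean over test compounds plus 3 SD, cut at about 23% in these data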;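 further: signal is peak over basal fluorescence ratio across the kinetic read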
TAAR1 antagonist = antagonists of human TAAR1; Q96RJ0; CHO RD-HGA16 TAAR1, Fluo-8 calcium fluorescence, antagonist; inhibition, % at 3 µM; 1.5% of 360,000 active; AID 624466;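 active means inhibition above a per-plate cutoff, the mean inhibition of test compounds on that plate plus 3 SD, cut at about 49% in these data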;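 further: 0% = DMSO plus EC80 beta-PEA response and 100% = DMSO alone without agonist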
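Test system: CHO RD-HGA16 cells bearing hTAAR1 | Reagent: β-PEA, EC80 | Compound dosing: 3 µM, single point | Schedule: Dye loading 75 min at 37 °C, then 30 min room temperature | Signal: Calcium fluorescence with Fluo-8 | Evaluation: Percent inhibition of PEA-evoked calcium signal, max/basal emission ratio | Control set: DMSO-only wells and EC80 β-PEA-stimulated wells | Repeats: Singlicate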
CRFR2-BP antag = blocks CRF-induced signaling of the CRF-BP/CRF-R2 complex; 0.59% of 350,000 active; HEK293 CRF-R2/CRF-BP, CRF-induced calcium fluorescence; inhibition, % at 11.8 µM;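 active means inhibition of the ligand-induced calcium signal above about 50% at the single tested concentration, limit read from the data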
CHRM4 PAM = CHRM4 positive allosteric modulation. P08173. CHO-K1 hM4/Gqi5, Fluo-8 calcium fluorescence, ACh EC20; 0% = ACh EC20, 100% = maximal ACh. activation, % at 3 µM. 0.4% of 360,000 active. AID 624126;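 active means activation above its plate's cutoff, the mean activation of sample wells plus 3 SD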; further: some results filed as inactive read as strong as hits
Target sequence (P08173 whole entry, looked up): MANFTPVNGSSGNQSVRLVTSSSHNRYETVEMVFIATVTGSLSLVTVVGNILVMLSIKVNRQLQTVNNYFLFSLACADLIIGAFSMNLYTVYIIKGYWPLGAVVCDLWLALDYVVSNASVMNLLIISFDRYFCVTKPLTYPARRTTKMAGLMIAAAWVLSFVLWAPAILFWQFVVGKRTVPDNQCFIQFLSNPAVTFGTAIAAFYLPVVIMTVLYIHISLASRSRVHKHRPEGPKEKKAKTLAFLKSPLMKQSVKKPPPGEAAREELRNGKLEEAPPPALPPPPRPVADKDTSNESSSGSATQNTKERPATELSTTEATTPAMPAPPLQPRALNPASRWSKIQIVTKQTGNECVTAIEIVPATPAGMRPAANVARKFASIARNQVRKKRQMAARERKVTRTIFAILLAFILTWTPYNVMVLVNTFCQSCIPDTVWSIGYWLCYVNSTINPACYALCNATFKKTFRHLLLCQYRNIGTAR
M5 antag = blocks acetylcholine activation of human M5 receptor; P08912; inhibition, % at 3 µM; CHO-hM5 cells, Fluo-8 calcium fluorescence, ACh EC80; 0.59% of 360,000 active;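 active means inhibition above a per-plate cutoff, the mean of that plate's test compounds plus 3 SD, cut at about 27% in these data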;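 further: 0% = acetylcholine EC80 with DMSO and 100% = DMSO without agonist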
Starred values were filed as active, the others as inactive; . = not tested or not shown.

#	Molecule	TAAR1 antagonist	M5 antag	TAAR1 ag	CHRM4 PAM	M1 PAM parental	CRFR2-BP antag	M5 PAM	CRFR2-BP ag	M5 ag
1	CCOC(=O)c1cccc(NS(=O)(=O)Cc2ccccc2)c1	31	-20	-2	3	12	149*	-1	-3.7	3
2	CCC(CC)c1nnc(NC(=O)CCN2C(=O)c3ccccc3C2=O)s1	-12	5	16	-4	8	-2	-6	3.3	4
3	Cc1ccc(NC(=O)c2ccncc2)cc1S(=O)(=O)N(C)C	12	-1	2	-8	27	13	1	2.8	0
4	COc1ccc(CN2CCN(Cc3ccc(C)cc3)CC2)c(OC)c1	2	-2	-2	-5	5	21	-4	-2.4	-5
5	O=C(COC(=O)COc1ccc2ccccc2c1)Nc1cc(C(F)(F)F)ccc1N1CCOCC1	-3	3	-1	0	-15	-11	0	0.4	-1
6	COC(=O)c1cc(=O)nc(NN=Cc2ccco2)s1	-1	-4	-1	2	13	.	0	.	3
7	Cc1nn(-c2ccccc2)c2c1c(C)c(CCC(=O)N1CCOCC1)c(=O)n2C	.	8	.	1	5	0	-2	-1.1	-2
8	O=C(COc1ccc(C(F)(F)F)cc1[N+](=O)[O-])Nc1cccc(C(F)(F)F)c1	5	-9	2	30*	13	9	15	-1.3	-4
9	CC1(C)Oc2ccc(C(=O)NC3CC3)cc2N(CC(=O)N2CCOCC2)C1=O	-7	-8	6	5	12	4	-1	-0.8	1
10	COC(=O)[C@]12CCCCC=C1N(Cc1ccc3c(c1)OCO3)C(=O)[C@H](CC(=O)NCc1cccc3ccccc13)C2	45	12	21	-2	.	.	-2	.	2

Records listed above shown as hits in CHRM4 PAM:
nr	mol	TAAR1 antagonist	M5 antag	CHRM4 PAM	CRFR2-BP antag	M5 PAM	CRFR2-BP ag	M5 ag
8	O=C(COc1ccc(C(F)(F)F)cc1[N+](=O)[O-])Nc1cccc(C(F)(F)F)c1	5	-9	30*	9	15	-1.3	-4

Additional structures follow.
#	Molecule	TAAR1 antagonist	M5 antag	TAAR1 ag	CHRM4 PAM	M1 PAM parental	CRFR2-BP antag	M5 PAM	CRFR2-BP ag	M5 ag
11	CCC1CCC(C(=O)NC(CCSC)C(=O)NCCN(CC(C)C)CC(C)C)CC1 (stereo not given)	-1	7	-1	14	5	11	1	2.2	-1
12	O=C(Nc1ccccc1)OCCCc1ccccc1	-16	4	-2	-1	21	20	0	1.2	-2
13	Cn1cc(Cc2ccccc2)c(=O)c(Cc2ccccc2)c1	-12	16	1	-1	-21	22	-6	-4.1	-1
14	Cc1c(C#N)c(N)c(C(=O)c2ccccc2)n1Cc1ccccc1	-19	-1	0	7	27	6	-7	-1.5	-8
15	O=c1[nH]cnc2c1c(-c1ccccc1)cn2-c1cccc(Cl)c1	-7	3	2	8	-5	18	-1	-2.5	0
16	CCCCC(=O)Nc1cc([N+](=O)[O-])ccc1Cl	-15	6	2	2	6	-28	-5	-0.1	-1
17	CCn1c(=O)cc(OCC(=O)O)c2ccccc21	3	-3	7	3	11	-7	1	0.0	-2
18	COc1cccc(OC)c1CNC(=O)C1CCC(=O)N(CC2CCCCC2)C1 (stereo not given)	-17	11	0	-2	3	-13	-2	-0.1	-1
19	COc1ccc(C2CC(c3cccs3)=NN2S(C)(=O)=O)cc1 (stereo not given)	12	5	-2	0	17	11	3	-2.0	0
20	O=C(O)c1cc([N+](=O)[O-])ccc1NCc1ccccc1	21	-10	4	2	-6	6	-4	0.2	-2
21	Nc1nc(-c2ccccc2)c(N=Nc2ccccc2Cl)s1	-16	-2	0	10	4	17	0	-0.8	0
22	Cc1ccc(/C=N/N2C(=O)C3C(C2=O)C2C=CC3C23CC3)o1 (stereo not given)	-8	5	-1	12	18	-3	5	-1.5	-2
23	Cn1nc(C(F)(F)F)c(-c2ccccc2)c1NC(=O)c1cccnc1	-24	5	4	1	27	-15	4	-1.5	-1
24	CCOC(=O)C1=C(C)N=c2s/c(=C\c3cc(OC)c(OC)c(OC)c3)c(=O)n2C1/C=C/c1ccccc1 (stereo not given)	-3	-9	1	15	16	-26	6	37	-4
25	O=C(O)C1CC(O)CN1S(=O)(=O)c1ccc2ccccc2c1 (stereo not given)	3	8	3	3	5	5	4	-1.2	3
26	N#Cc1cc(Oc2cccc3cccnc23)c(-n2nnc3ccccc32)cc1C#N	4	7	3	-11	14	-33	-2	11	-4
27	O=c1c(Cl)c(NCCCO)cnn1-c1nc2ccccc2[nH]1	13	2	-1	10	13	8	3	-2.2	-3
28	Cc1cccc(C(=O)NCC(=O)NC2CCC(C)CC2)c1 (stereo not given)	4	-13	-2	10	12	5	4	-1.1	-3
29	CN1CCN(S(=O)(=O)Cc2ccccc2Cl)CC1	-22	4	3	3	-23	-12	2	2.5	-4
30	COc1c(S(=O)(=O)NCCCn2ccnc2)ccc(Cl)c1Cl	1	2	9	1	3	6	0	0.6	-6
31	Cc1ccc(SCC(=O)NC(=O)NCCC(C)C)c(C)c1	-10	1	-3	-1	10	3	10	0.2	-10
32	Clc1ccc2oc3c(Cl)ncnc3c2c1	9	1	-2	8	23	34	-1	-0.5	-3
33	COc1cccc(-c2nnc(SCC(=O)N(C(C)C)C(C)C)o2)c1	6	-5	13	6	-4	9	0	1.0	-3
34	O=C1C2CCCN2C(c2ccc(F)cc2)N1c1ccc(Cl)cc1 (stereo not given)	7	1	-1	6	11	-21	3	-1.5	1
35	CCN(CC(=O)NCc1cccs1)CC(=O)Nc1ccccc1C	-6	10	10	-3	0	-1	-1	-0.8	0
36	O=C(Nc1cc(C(F)(F)F)ccc1-n1cncn1)c1cn2ccccc2n1	1	5	5	0	-1	16	7	4.0	0
37	O=C(NC1CCCCC1)c1ccc(CS(=O)(=O)Cc2ccccc2F)o1	11	9	10	11	-8	2	-8	-2.1	3
38	CCc1ccc(-n2nc3ccc(NC(=O)c4ccc5c(c4)OCO5)cc3n2)cc1	0	-2	5	-2	20	-8	-2	2.6	0
39	OCCNc1nc(-c2ccccc2)nc2ccccc12	-4	9	2	4	9	-8	5	0.4	-1
40	COC1=CC(C)C2CC3OC(=O)CC4C(C)=C(OC)C(=O)C(C2(C)C1=O)C34C (stereo not given)	0	-4	1	-3	4	.	3	.	0
41	O=C(NCc1ccc(Cl)cc1)c1cnccn1	-5	-10	14	-1	8	-3	-2	-0.7	-6
42	Cc1ccc(-c2csc(NC(=O)Cc3cccs3)n2)cc1C	22	-6	5	-5	-4	3	0	2.8	-6
43	CC1=[N+](C)N(c2ccccc2)C(=O)C1N=C/C=C/c1ccccc1 (stereo not given)	-21	25	0	-15	9	19	-31	-6.9	-19
44	Cc1cc2nnc(SCc3ccccc3)n2c(N)n1	-1	3	3	10	15	3	-4	-5.1	-4
45	O=C(Cn1ccc(NC(=O)OCc2ccccc2)nc1=O)NCCCn1ccnc1	5	4	6	4	9	9	-9	-1.0	3
46	COc1cccc(-c2cnc3c(NC(C)=O)cc(-c4ccc(OC)c(OC)c4)cn23)c1	-20	6	3	-7	2	.	-7	.	-2
47	Cc1cc2nc3n(c2cc1C)CC1CC(C(=O)NCc2cccc(C(F)(F)F)c2)N(C)C31 (stereo not given)	1	-5	1	-7	-7	11	5	-0.3	0
48	CC1(C)CC(NC(=O)c2cc(COc3cccc(C(F)(F)F)c3)on2)CCO1 (stereo not given)	-12	7	4	-3	14	-14	-2	-0.8	-3
49	COc1cccc(N(C(=O)Cn2nnc(-c3cccs3)n2)C(C(=O)NC(C)C)c2ccc(C)o2)c1 (stereo not given)	-6	0	-1	7	4	0	-5	0.6	-1
50	CC(=O)NC(c1cccc(F)c1)c1nc(-c2cc3ccccc3o2)cs1 (stereo not given)	-33	-6	3	6	19	.	0	.	-2
51	CCOC(=O)[C@]12CCC=C1N(Cc1ccc(Cl)cc1Cl)C(=O)[C@H](CC(=O)NCc1ccc(C)o1)C2	-20	-8	0	3	19	.	3	.	-4
52	COc1ccc(C(=O)c2[nH]c(N)c(C(=O)NCCc3c[nH]c4ccccc34)c2-c2ccc(C(F)(F)F)cc2)cc1	-20	-5	3	6	33	.	-2	.	2
53	COc1ccc(S(=O)(=O)NC(C)C(=O)Nc2ccc3c(c2)OCO3)cc1OC (stereo not given)	-18	12	4	8	8	1	-1	0.3	1
54	CC(NC(=O)c1ccccc1Cl)C(=O)N1CCN(Cc2ccc3c(c2)OCO3)CC1 (stereo not given)	-8	0	-1	-4	4	-7	4	1.2	-2
55	O=C(NCc1ccc(Cl)cc1)c1cc2ccccn2n1	-9	6	-1	-11	9	11	-13	4.2	2
56	CCC1C(=O)c2ccccc2N(C)C1=O (stereo not given)	15	6	4	3	-7	0	-2	-1.1	-4
57	COc1ccc(CN2CCSCC2)cc1C	4	1	8	3	6	21	-3	69*	-2
58	COc1ccccc1CCc1nnc(CCC(=O)N(C)Cc2cccc3ncccc23)o1	11	1	2	7	-10	30	-11	-8.5	2
59	COC(=O)C(NC(=O)c1ccccc1)=C1C=C(C)OC(C)=C1	-12	-3	1	0	23	4	4	-1.3	2
60	Cc1ccc(C(=O)N2CCN(c3ccc(NC(=S)NC(=O)Cc4ccccc4)cc3)CC2)cc1	0	29*	3	-9	5	11	-19	-1.5	-1

Going on with the list.
#	Molecule	TAAR1 antagonist	M5 antag	TAAR1 ag	CHRM4 PAM	M1 PAM parental	CRFR2-BP antag	M5 PAM	CRFR2-BP ag	M5 ag
61	Fc1cc(Cl)c(OCc2noc(-c3ccsc3)n2)c(Cl)c1	1	6	7	-3	12	-3	-2	0.5	0
62	COc1ccc(NC(=O)C(F)(F)F)cc1OC	3	4	2	3	17	-6	-1	-2.5	-2
63	CC1CCN(C(=O)c2ccc(N3CCOCC3)c([N+](=O)[O-])c2)CC1	-8	-2	3	-4	-11	-4	1	0.4	5
64	COc1ccc(/C(C)=N/N=C(\C)c2ccc(OC)cc2OC)c(OC)c1	8	-5	0	-7	22	22	-1	0.5	0
65	Cc1[nH]c2ccccc2c1C(=O)C(C)OC(=O)c1ccc([N+](=O)[O-])o1 (stereo not given)	46	15	1	-16	3	11	-23	-2.9	-1
66	COc1ccccc1-n1cnc2cc(NCc3ccccc3O)ccc21	-10	15	9	-24	-3	-21	-8	-3.5	2
67	CCOC(=O)c1sc(NC(=O)CSc2nc(C)cc(C)n2)c(C#N)c1C	35	-3	16	5	9	24	-2	6.2	2
68	O=c1nc2n(CCO)c3ccccc3cc-2c(=O)[nH]1	6	10	1	6	21	-20	6	3.3	2

An excerpt from above, limited to TAAR1 antagonist and CRFR2-BP antag.
nr | Molecule | TAAR1 antagonist | CRFR2-BP antag
62 | COc1ccc(NC(=O)C(F)(F)F)cc1OC | 3 | -6
63 | CC1CCN(C(=O)c2ccc(N3CCOCC3)c([N+](=O)[O-])c2)CC1 | -8 | -4
64 | COc1ccc(/C(C)=N/N=C(\C)c2ccc(OC)cc2OC)c(OC)c1 | 8 | 22
